Sm TGR block = qHTS Assay for the Inhibitors of Schistosoma Mansoni Peroxiredoxins. actives 3% (n = 360,000). Schistosoma mansoni thioredoxin glutathione reductase (TGR), Q962Y6. purified TGR, DTNB reduction, TNB absorbance 405 nm. AID 485364, 2010. Potency, µM (series often up to 114 µM), without a hit: at the top dose activity change, negative = inhibition, usual class: inhibitors; note: potency is the fitted concentration of half-maximal effect; nearly all actives have a fitted effect of over 60% in size
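Kinetic colorimetric format: TGR-catalysed, NADPH-driven DTNB reduction monitored via TNB absorbance. Enzyme dispensed at 20 nM; compound exposure 15 min at room temperature before reaction start.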
Tb PYK inh = qHTS of Trypanosoma Brucei Inhibitors; Potency, µM (top dose mostly 76.8 µM), for the others: at the top dose activity, negative = inhibition, hits mostly inhibitors; actives 0.12% (n = 410,000); AID 624173, 2012; pyruvate kinase (Trypanosoma brucei), Q57TT1; TbPYK enzyme, Kinase-Glo Plus ATP luminescence, 45 min; note: potency is the fitted concentration of half-maximal effect; nearly all actives have a fitted effect of over 50% in size
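Luminescence from Kinase-Glo Plus, added after a 45-minute room-temperature reaction, served as the end-point read-out. The enzyme and substrate were preincubated with compound before ADP (130 uM final) initiated turnover. Concentration-effect curves came from normalized qHTS data.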
LmPK inhibitor = qHTS Assay for Inhibitors of Leishmania Mexicana Pyruvate Kinase (LmPK) | purified LmPK, Kinase-Glo ATP luminescence, 1 h | Potency, µM (series often up to 57.5 µM), for inactives: at the top dose activity change, negative = inhibition, usual class: inhibitors | actives 0.37% (n = 290,000); note: potency is the fitted concentration of half-maximal effect
Target sequence (Q27686 whole entry, looked up): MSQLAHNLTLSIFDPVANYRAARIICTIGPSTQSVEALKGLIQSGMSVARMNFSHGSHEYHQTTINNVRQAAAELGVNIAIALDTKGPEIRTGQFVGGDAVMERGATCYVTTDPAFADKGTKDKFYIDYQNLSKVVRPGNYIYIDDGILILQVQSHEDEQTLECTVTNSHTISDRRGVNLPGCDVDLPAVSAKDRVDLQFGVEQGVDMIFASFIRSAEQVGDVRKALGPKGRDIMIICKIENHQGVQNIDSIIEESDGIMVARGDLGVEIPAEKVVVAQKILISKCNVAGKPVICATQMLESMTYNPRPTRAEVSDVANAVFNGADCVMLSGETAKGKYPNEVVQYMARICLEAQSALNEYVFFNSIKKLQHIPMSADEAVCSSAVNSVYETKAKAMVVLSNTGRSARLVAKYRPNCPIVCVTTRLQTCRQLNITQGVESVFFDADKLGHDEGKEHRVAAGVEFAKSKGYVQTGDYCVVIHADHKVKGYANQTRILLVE
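qHTS format; LmPK 0.1 nM; substrates PEP 0.5 mM and ADP 0.1 mM. One-hour room-temperature incubation, then coupled luciferase luminescence; 0.5 nM enzyme wells mark activation.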
AmpC detergent = qHTS Inhibitors of AmpC Beta-Lactamase (assay with detergent). P00811. AmpC hydrolysis of nitrocefin, absorbance 480 nm, 0.01% Triton. Potency, µM (highest dose often 114 µM), inactives show at the top dose activity change, negative = inhibition, hits mostly inhibitors. actives 0.041% (n = 370,000);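 note: potency is the fitted concentration of half-maximal effect; 0% = no-compound wells and -100% = no-enzyme wells; nearly all actives have a fitted effect of over 25% in size; some results filed as inactive show a strong effect at the top dose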
Target sequence (P00811 whole entry, looked up): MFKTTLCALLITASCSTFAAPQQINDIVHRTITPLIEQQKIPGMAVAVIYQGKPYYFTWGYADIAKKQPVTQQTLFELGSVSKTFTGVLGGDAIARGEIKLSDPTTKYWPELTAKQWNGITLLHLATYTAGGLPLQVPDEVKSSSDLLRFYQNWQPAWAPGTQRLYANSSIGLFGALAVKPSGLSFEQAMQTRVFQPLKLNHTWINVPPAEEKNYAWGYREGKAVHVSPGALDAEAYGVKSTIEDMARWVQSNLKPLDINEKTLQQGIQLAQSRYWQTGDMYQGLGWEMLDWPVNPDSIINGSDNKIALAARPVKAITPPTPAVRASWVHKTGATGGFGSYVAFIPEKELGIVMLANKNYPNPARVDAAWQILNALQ
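20 mM phosphate pH 7.0 + 0.01% (detergent screen) or 0.0001% Triton X-100; 5.3 nM AmpC reagent; cpd preinc 15 min RT; nitrocefin (800 uM stock) to start; A480 q20 s × 4 min; Activity was normalised to no-enzyme and no-compound control wells.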
AmpC inh no detg = qHTS Inhibitors of AmpC Beta-Lactamase (assay without detergent) | Potency, µM (series often up to 57.1 µM), for the others: at the top dose activity change, negative = inhibition, most hits filed as inhibitors | AmpC nitrocefin hydrolysis, absorbance 480 nm, 0.0001% Triton | AID 485341, 2010 | P00811 | actives 0.52% (n = 330,000);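 note: potency is the fitted concentration of half-maximal effect; plate controls were no compound for no effect and no enzyme for full effect; nearly all actives have a fitted effect of over 20% in size; some results filed as inactive show a strong effect at the top dose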
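AmpC (5.3 nM in the dispensed reagent) in 20 mM phosphate pH 7.0 with 0.01% (detergent screen) or 0.0001% Triton X-100 was preincubated with compounds for 15 min at room temperature. Nitrocefin was then added from an 800 uM solution, and hydrolysis was followed at 480 nm.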
HCMV inh = qHTS Assay for inhibitors of the human cytomegalovirus (HCMV) | HFF cells, HCMV-luciferase reporter, 72 h; active compounds read low | activity change, negative = inhibition, % at 57.5 µM | actives 4.5% (n = 410,000) | AID 1259415, 2018; in the data active = activity change below about -60%; inconclusive = no clear call, values can overlap the other calls; inactive = above about -39%
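Steps: HFFs plated, 16 h 37C; compounds added; HCMV-luciferase added to MOI 1 PFU/cell; 72 h 37C; OneGlo reagent, 5 min room temperature; luminescence read, normalized to controls.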
AMA1-RON2 inh = qHTS for Inhibitors of AMA1-RON; Towards Development of Antimalarial Drug Lead: Primary Screen | AlphaScreen AMA1-biotinylated RON2 peptide binding | Potency, µM (top dose mostly 58.2 µM), for inactives: at the highest dose activity change, negative = inhibition, hits mostly inhibitors | actives 0.2% (n = 360,000);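 note: potency is the fitted concentration of half-maximal effect; 0% = vehicle wells and -100% = peptide control; nearly all actives have a fitted effect of over 45% in size; some results filed as inactive show a strong effect at the top dose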
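AMA1 (3D7) with his tag at 25 nM final met compounds first, then biotinylated RON2 peptide at 25 nM; detection used donor plus acceptor beads, 10 µg/mL apiece, read by AlphaScreen after 30 min at room temperature.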
* = called active by the depositor; ? = inconclusive; · = not tested or not shown; [ ] = remark or other dose. Unless noted, calls come from the whole dose curve; as a rule, active = well fitted curve in the direction sought with a large enough effect; inconclusive = small, poorly fitted or top-dose-only effect, or another doubt; inactive = no such curve, though single readings can be large; an effect the other way counts as inactive or inconclusive. Unless noted, % is set by controls: 0 for no effect and ±100 for the full control effect.

SMILES	Sm TGR block	Tb PYK inh	LmPK inhibitor	AmpC detergent	AmpC inh no detg	HCMV inh	AMA1-RON2 inh
CCOC(=O)c1sc2nc(NC(=O)COc3ccccc3)sc2c1C	-3%	1%	1%	-2%	-31%	19	13%
Cn1cnc([N+](=O)[O-])c1C(=O)Nc1cccc([N+](=O)[O-])c1	5%	-1%	0%	-10%	-15%	8	11%
CC1(C(=O)NS(=O)(=O)c2ccc(C#N)cc2)CCN1C(=O)c1cccc2ccccc12 (stereo not given)	·	-1%	·	·	·	?	-3%
COC(=O)/C(C#N)=C/c1c(N2CCN(Cc3ccc4c(c3)OCO4)CC2)nc2c(C)cccn2c1=O	7%	0%	4%	-7%	97%[activator]	0	-3%
O=C1C2CCCN2C(c2cccc(Br)c2)N1c1ccc(F)cc1 (stereo not given)	0%	-4%	11%	-8%	-9%	-7	4%
CCOC(=O)N1CCN(c2c(-c3ccc(C(C)C)cc3)c(=O)c2=O)CC1	5%	-1%	3%	4%	47%	-12	-6%
CCCSc1nc(O)c(C2OC(=O)c3c2ccc(OC)c3OC)c(=O)n1C (stereo not given)	?	1%	-12%	-7%	-32%	-7	-16%
O=C(O)c1ccccc1SCC(=O)N1CCOCC1	-20%	-3%	-2%	-13%	-22%	-39	-4%
COc1ccc(C(=O)Nc2ccccc2N2CCN(C(=O)c3ccccc3)CC2)cc1Br	-9%	0%	-4%	-11%	55%	-7	-7%
COc1ccc(C(CNC(=O)c2cc3ccccc3cc2OC)N2CCCC2)cc1 (stereo not given)	-8%	7%	-1%	-12%	62%[activator]	-29	-5%
O=C(COC(=O)C1CC2CCCC(C1)C2=O)NC(=O)c1ccccc1 (stereo not given)	-4%	1%	·	-8%	-14%	-11	3%
CCC(=NCCO)c1c(O)n(-c2ccccc2)c(=O)[nH]c1=O	-33%	-4%	0%	?	-18%	78	-5%
COc1ccc(OC)c(CNCCNC(=O)c2ccco2)c1	5%	·	-6%	3%	-9%	·	·
N/C(=N\OC(=O)c1cccc(Cl)c1)c1cccnc1	-5%	-12%	-12%	-10%	14%	98	18%
Cc1cc2nc[nH]c(=O)n2n1	·	-5%	·	·	·	-27	1%
CCC(=O)N1CCc2cc(Br)cc(S(=O)(=O)CCC(=O)N(CC)CC)c21	6%	-11%	1%	8%	-6%	?	-23%
CCOc1cccc(C(=O)NNC(=O)CCC(=O)O)c1	3%	-1%	-1%	-5%	-16%	-3	4%
O=C(NCCS(=O)(=O)N1CCN(c2ccccc2)CC1)C1CCCC1	38%[activator]	3%	·	-9%	-8%	-26	-17%
O=C(O)/C(=C\c1ccc(C(F)(F)F)cc1)c1ccc(S(=O)(=O)N2CCCC2)s1	1%	-10%	·	3%	-16%	58	-3%[11.6 µM]
CC(C)CCN1CC(C(=O)N2CCN(c3ccc(F)cc3)CC2)CC1=O (stereo not given)	-1%	-6%	-6%	1%	45%	-13	2%
COc1ccccc1NC(=O)c1ccc2[nH]c(C)cc(=O)c2c1	9%	0%	·	29%	·	19	·
CCOc1ccc(C(C)NC(=O)c2cccc(F)c2)cc1 (stereo not given)	1%	0%	2%	-19%	-16%	-5	-7%[2.32 µM]
O=C(NCCc1ccccc1)C1CCN(S(=O)(=O)N2CCCC2)CC1	6%	3%	3%	4%	-19%	8	-8%
Cc1csc(NC(=O)CCCC(=O)c2ccccc2)n1	25%	-13%	-2%	5%	-14%	39	1%
O=C(COC(=O)CNS(=O)(=O)c1ccc(F)c(F)c1F)Nc1ccc(OC(F)F)cc1	-11%	5%	0%	?	-13%	-3	6%
CSc1nn(CC(=O)Nc2ccc(C)cc2C)c(N)c1S(=O)(=O)c1ccc(Cl)cc1	-1%	4%	·	10%	·	1	·
c1ccc(-n2cccc2)c(N2CCCCC2)c1	7%	4%	4%	12%	-15%	-15	9%
COc1ccc(NS(=O)(=O)c2ccc3c(c2)CCC(=O)N3)cc1O	8%	1%	·	10%	-15%	-37	7%
CC(=O)c1cc(-c2ccccc2)[nH]c1N1CCCC1	50µM*	0%	-3%	-14%	-13%	30	-1%
O=C(CSc1nnc(-c2cccnc2)n1Cc1ccco1)Nc1cccc(O)c1	-14%	-14%	-6%	-9%	-8%	2	-1%
CCN1CCN(c2oc(COc3ccc(Cl)cc3)nc2C#N)CC1	12%	-2%	1%	10%	120%[activator]	-14	-12%
O=C(O)c1c[nH]c2ccc(S(=O)(=O)N(CCCl)CCCl)cc12	-18%	-5%	7%	-1%	-13%	20	7%
Clc1ccc(-c2nnc3sc(Cc4cccs4)nn23)c(Cl)c1	8%	-7%	5%	?	-13%	31	3%
O=c1[nH]c(NC2CCN(S(=O)(=O)c3ccccc3C(F)(F)F)CC2)nc2c1CCCC2	-17%	3%	0%	?	-15%	-26	-5%
COCc1nnc(NC(=O)C2CC(=O)N(CCc3ccc(F)cc3)C2)s1 (stereo not given)	1%	-1%	-6%	5%	-25%	31	6%
CC(=O)NC(=S)Nc1ccccc1C(=O)NC1CCCCC1	4%	-8%	-1%	-14%	-9%	-2	9%
Cc1nc2sc3c(c2c(=O)n1/N=C/c1ccco1)CCCC3	3%	-17%	8%	-6%	-18%	?	-2%
COc1ncnc2c1ncn2CCCN1CCN(Cc2cccc3ccccc23)CC1	·	-1%	·	·	·	13	-6%
O=C(CN1CCN(Cc2ccc(Cl)cc2)CC1)N/N=C/c1cccc(F)c1	?	4%	1%	1%	73%[activator]	?	16%
CCOc1ccc(N2C(=O)CC(N(CCc3ccc(OC)c(OC)c3)C(=O)/C=C/C(=O)O)C2=O)cc1 (stereo not given)	14%	-2%	1%	-9%	-5%	-14	-1%

Some of the entries above, set out differently:
O=c1[nH]c(NC2CCN(S(=O)(=O)c3ccccc3C(F)(F)F)CC2)nc2c1CCCC2
  Sm TGR block = -17%
  Tb PYK inh = 3%
  LmPK inhibitor = 0%
  AmpC detergent = ?
  AmpC inh no detg = -15%
  HCMV inh = -26
  AMA1-RON2 inh = -5%
COCc1nnc(NC(=O)C2CC(=O)N(CCc3ccc(F)cc3)C2)s1 (stereo not given)
  Sm TGR block = 1%
  Tb PYK inh = -1%
  LmPK inhibitor = -6%
  AmpC detergent = 5%
  AmpC inh no detg = -25%
  HCMV inh = 31
  AMA1-RON2 inh = 6%
CC(=O)NC(=S)Nc1ccccc1C(=O)NC1CCCCC1
  Sm TGR block = 4%
  Tb PYK inh = -8%
  LmPK inhibitor = -1%
  AmpC detergent = -14%
  AmpC inh no detg = -9%
  HCMV inh = -2
  AMA1-RON2 inh = 9%
Cc1nc2sc3c(c2c(=O)n1/N=C/c1ccco1)CCCC3
  Sm TGR block = 3%
  Tb PYK inh = -17%
  LmPK inhibitor = 8%
  AmpC detergent = -6%
  AmpC inh no detg = -18%
  HCMV inh = ?
  AMA1-RON2 inh = -2%

Going on with the list.
SMILES	Sm TGR block	Tb PYK inh	LmPK inhibitor	AmpC detergent	AmpC inh no detg	HCMV inh	AMA1-RON2 inh
Cc1ccc(NC(=O)Cn2c(=O)n(CC3CCC(C(=O)NC(C)C)CC3)c(=O)c3sccc32)cc1 (stereo not given)	23%	-17%	·	6%	·	-3	·
CCOc1ccccc1NC(=O)Cn1cc(C(=O)c2ccc(Cl)cc2)c(=O)c2ccc(C)nc21	5%	-9%	·	18%	·	8	·
O=C(Cn1c2[n+](c3ccc(C(F)(F)F)cc31)CCCCC2)Nc1ccc(Br)cc1	0%	0%	14%	-1%	105%[activator]	·	10%
O=S(=O)(Nc1cccc(S(=O)(=O)N2CCCC2)c1)c1cccs1	·	2%	·	·	-29%	-27	1%
COc1ccccc1/C=N/NC(=O)CC(=O)NCc1ccccc1	5%	6%	1%	3%	-16%	-25	0%
Cc1cc(C)n(C(C)CC(=O)Nc2ccc3c(c2)OCCO3)n1 (stereo not given)	0%	4%	7%	-7%	0%	32	0%
Cn1ncc2cc3c(Nc4ccc(Cl)cc4)cccc3nc21	·	1%	·	·	·	?	54%[activator]
Cc1cc(C)c(C#N)c(SCC(=O)CC(=O)OC(C)C)n1	-17%	-4%	2%	-2%	-17%	2	-7%
CC1CCCCC12NC(=O)N(CC(=O)OCC(=O)N(C)C1CCCCC1)C2=O (stereo not given)	2%	11%	·	7%	81%[activator]	-6	1%
COc1ccc(CCNC(=O)COC(=O)C23CC4CC(CC(Br)(C4)C2)C3)cc1	6%	-3%	2%	0%	76%[activator]	-15	-6%
Cc1cccc(OCC(=O)OCC(=O)N2CCN(C(=O)c3ccco3)CC2)c1C	·	5%	·	·	·	18	-17%
CC(C)=C1C2CCC1C1C(=O)N(NC(=O)COc3ccc(C(C)(C)C)cc3)C(=O)C21 (stereo not given)	-12%	-4%	1%	-3%	14%	17	29%
CCCCNC(=O)Cn1nc([N+](=O)[O-])c([N+](=O)[O-])c1C	-5%	-5%	-3%	-1%	-9%	14	-9%
CC(C)(CN1CCc2ccccc2C1)NS(=O)(=O)c1ccc(Cl)cc1	4%	-7%	2%	-4%	-26%	-28	-6%
CCCCn1c(N)c(N(CC(C)C)C(=O)c2cc(-c3ccc(F)cc3)nc3ccccc23)c(=O)[nH]c1=O	0%	6%	·	0%	?	-25	13%
COC(=O)CCS(=O)(=O)c1cc(Cl)ccc1Cl	-1%	11%	6%	1%	3%	-4	-6%
O=C(COc1ccc2c(c1)CCC2)NCc1cccc(Cl)c1	-8%	-5%	0%	-20%	-23%	-1	18%
COc1ccc(CNC(=O)c2c(N)n(CCCN3CCOCC3)c3nc4ccccc4nc23)cc1	-16%	11%	4%	1%	164%[activator]	-26	62%[activator]
CCOC(=O)c1cccc(NC(=O)N[C@@H](C)C(=O)OC)c1	2%	1%	5%	?	44%	4	-6%
COc1cccc2cc(-c3nc(-c4cccs4)cs3)c(=O)oc12	1%	5%	7%	-12%	-17%	45	21%
N#C/C(=C(/O)c1ccc([N+](=O)[O-])o1)c1nc2ccccc2[nH]1	-24%	-3%	-4%	-5%	-12%	-74*	72%[activator]
CCOCCCNCC(=O)Nc1ccc(OC(F)(F)F)cc1	2%	-11%	3%	9%	11%	64	0%
COc1ccc2c(c1)c(C(=O)CN1CCC3(CC1)OCCO3)c(C)n2C	-24%	-5%	5%	-11%	15%	18	-1%
COc1ccc(-c2cc3nc(NCCCN(C)C)n(C)c(=O)c3s2)cc1OC	·	0%	·	·	·	-26	3%
O=S(=O)(Nc1nc2n(n1)C(c1ccccc1)C=C(c1ccc(Cl)cc1)N2)c1ccccc1 (stereo not given)	45µM*	-5%	·	25%	·	-4	·

High-throughput results as filed in PubChem.
